Compound activity from PubChem BioAssay.
PRMT1 FP inh = PRMT1 methyltransferase inhibitors, primary screen, biochemical, fluorescence polarization | Protein arginine N-methyltransferase 1 (Homo sapiens), Q99873 | 1.3% of 370,000 active | recombinant PRMT1, activity-based probe fluorescence polarization | inhibition, % at 2.79 µM;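 active = inhibition above about 21% made by adding two undisclosed values, limit read from the data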
mABHD4 FP = ABHD4 inhibitors, primary screen, biochemical, fluorescence polarization, mouse | (Lyso)-N-acylphosphatidylethanolamine lipase (Mus musculus), Q8VD66 | purified mABHD4, FP-Rh probe fluorescence polarization | inhibition, % at 8.92 µM | 0.54% of 370,000 active | AID 720543, 2013;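 active = inhibition exceeding the mean over every tested compound plus 3 SD, cut at about 30% in these data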;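 note: 0% = plate median of compound wells and 100% = S159A mutant with DMSO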
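Test system: mABHD4 protein; Read-out basis: % inhibition; Incubation: 45 min + 60 min at 25 °C; Repeats: single replicate; Technique: fluorescence polarization with parallel and perpendicular emission, 525/598 nm; Compound: 8.92 µM, single dose; Benchmarks: full inhibition S159A mutant plus DMSO, zero as sample-well median.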
MBD2 inh = inhibitors of MBD2 binding to methylated DNA, primary screen, biochemical, TR-FRET, DNA-binding domain, human; 0.31% of 370,000 active; inhibition, % at 4.4 µM; MBD2 binding to methylated oligonucleotide; AID 686964, 2013; in the data active = inhibition above about 13%
Target sequence (Q9UBB5 whole entry, looked up, the tested form may be a part): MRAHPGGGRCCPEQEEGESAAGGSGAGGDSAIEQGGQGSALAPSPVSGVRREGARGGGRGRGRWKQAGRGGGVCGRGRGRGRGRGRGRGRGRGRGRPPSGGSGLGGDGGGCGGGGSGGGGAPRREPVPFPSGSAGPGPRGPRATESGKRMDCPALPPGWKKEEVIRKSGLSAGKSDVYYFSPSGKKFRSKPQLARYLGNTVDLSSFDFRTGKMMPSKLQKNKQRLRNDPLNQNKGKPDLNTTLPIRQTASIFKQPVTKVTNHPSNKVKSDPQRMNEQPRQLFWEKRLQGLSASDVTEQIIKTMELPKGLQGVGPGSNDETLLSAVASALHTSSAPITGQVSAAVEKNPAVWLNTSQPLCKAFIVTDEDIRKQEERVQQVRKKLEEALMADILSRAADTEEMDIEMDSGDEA
SIAE primary = human SIAE inhibitors, primary screen, biochemical, fluorescence polarization, FP-Rh probe, 1536-well HTS. inhibition, % at 9.66 µM. Sialate O-acetylesterase (Homo sapiens), Q9HAT2. SIAE FP-Rh probe binding. 0.69% of 370,000 active. AID 1053197, 2014;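 active = inhibition above a cutoff: mean of compounds within the control limits plus 3 SD of those, cut at about 17% in these data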;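 note: 0% = plate median of compound wells and 100% = probe without SIAE protein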
rCAG binder = binders of r(CAG) RNA repeats, primary screen, biochemical, fluorescence; r(CAG) RNA repeat, TO-PRO-1 dye displacement fluorescence; 1.3% of 370,000 active; inhibition, % at 3 µM;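 active = inhibition above the plate cutoff, the mean of all test compounds on that plate plus 3 SD, cut at about 35% in these data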;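 note: 0% = DMSO alone and 100% = 100 µM mitoxantrone as full dye displacement; higher means more dye released from RNA so lower well fluorescence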
TDP2 inh = human TDP2 enzyme inhibitors, primary screen, biochemical, epi absorbance, recombinant enzyme | T5PNP hydrolysis, p-nitrophenol absorbance 415 nm | inhibition, % at 12.8 µM | 0.34% of 370,000 active;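 active = inhibition above the mean of all tested compounds plus 3 SD, set per campaign, cut at about 25% in these data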;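 note: 0% = DMSO with enzyme and 100% = buffer with substrate but no TDP2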
Target sequence (O95551 whole entry, looked up): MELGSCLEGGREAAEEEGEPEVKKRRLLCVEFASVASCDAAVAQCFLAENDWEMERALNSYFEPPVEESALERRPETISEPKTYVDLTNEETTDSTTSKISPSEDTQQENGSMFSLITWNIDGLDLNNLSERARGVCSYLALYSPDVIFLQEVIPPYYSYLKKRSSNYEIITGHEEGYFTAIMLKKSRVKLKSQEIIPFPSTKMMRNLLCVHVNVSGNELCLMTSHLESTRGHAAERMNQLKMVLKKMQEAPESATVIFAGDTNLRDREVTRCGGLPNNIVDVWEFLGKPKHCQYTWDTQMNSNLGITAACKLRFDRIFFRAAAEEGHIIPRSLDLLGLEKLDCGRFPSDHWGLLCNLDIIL
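Test system: Human TDP2 enzyme | Reagent: 5 mM T5PNP | Compound dosing: 12.8 µM single point, 1% DMSO | Incubation: Enzyme reaction with compound for 2 h at 37 °C | Technique: p-Nitrophenol epi absorbance | Read-out: % inhibition relative to enzyme-containing and enzyme-free wells | Benchmarks: High control without enzyme, low control DMSO plus TDP2 | Replicates: Singlicate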
GC-B act = human GC-B receptor activators, primary screen, HEK293 GC-B cells, cGMP TR-FRET, EC30 CNP; 0% at EC30 CNP, 100% saturating CNP; activation, % at 10 µM; 0.11% of 370,000 active; AID 1920062, 2024; Atrial natriuretic peptide receptor 2 (Homo sapiens), P20594;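 active = activation at 10 µM reaching about 35% in either raw or pattern-adjusted values, limit read from the data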
LEDGF integ inh = blockers of LEDGF/p75-dependent integrase strand transfer – biochemical, TR-FRET, high throughput, primary screen. HIV-1 integrase (with human LEDGF/p75). TR-FRET IN-LEDGF/p75 DNA integration, Eu/Cy5. inhibition, % at 3.7 µM. 0.64% of 370,000 active. AID 743269, 2014;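 active = inhibition above the screen-wide mean plus 3 SD, cut at about 13% in these data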;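 note: signal is the Cy5 over europium emission ratio at 671 and 618 nm; 0% = plate median of compound wells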
HTRA1 inhibitor = HTRA1 serine protease inhibitors, primary screen, biochemical, fluorescence polarization, HTS; inhibition, % at 5.96 µM; 0.5% of 340,000 active; recombinant HTRA1, FP-rhodamine activity-based probe; AID 504803, 2011; Q92743; in the data active = inhibition above about 36%;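 note: 0% = enzyme with DMSO and 100% = wells lacking enzyme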
TCR CD3 inh = inhibitors of human TCR-CD3 interaction, primary screen, biochemical, fluorescence, TAMRA-labeled TCR probe | T-cell receptor (TCR) | inhibition, % at 9.4 µM | 0.37% of 360,000 active; in the data active = inhibition above about 19%;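 note: recombinant mutant TCR 2C K166C tagged with TAMRA read by polarization; 0% = receptor in buffer alone and 100% = receptor with positive control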
An asterisk follows results filed as active; . = no result given. Only part of the results is shown; the hit share may differ from the screen's.

SMILES	PRMT1 FP inh	mABHD4 FP	MBD2 inh	SIAE primary	rCAG binder	TDP2 inh	GC-B act	LEDGF integ inh	HTRA1 inhibitor	TCR CD3 inh
Cc1cc(=O)oc2c3c(cc(OCC(=O)NCc4ccccn4)c12)OC(C)(C)CC3	4	-3	7	5	-2	-7	-7	3	-7	-5
O=C(CCn1cccc1)NCc1ccccc1	3	4	-3	-6	5	-1	-8	2	-2	5
CCc1cc(C(=O)N(CC(C)C)c2c(N)n(Cc3ccccc3)c(=O)[nH]c2=O)sc1C	-8	-5	-1	-11	1	-13	-3	2	0	4
O=C1c2cccc3cccc(c23)C(=O)N1CCN1CCN(CC(O)COc2ccc3ccccc3c2)CC1 (stereo unspecified)	-2	3	5	-3	0	6	0	1	-16	-3
COc1ccc(OC(=O)N2C/C(=C/c3ccccc3)C(=O)/C(=C\c3ccccc3)C2)cc1	-1	-5	2	-3	7	-7	-3	0	-21	1
COc1ccccc1CNC(=O)CN1C(=O)c2ccc([N+](=O)[O-])cc2C1=O	-4	11	-2	9	1	3	3	0	3	5
C=CCNc1nc(-c2sc(NC(C)=O)nc2C)cs1	1	9	3	-5	11	2	3	-1	-4	2
COc1cc(C2c3cc4c(cc3CC3COC(=O)N32)OCO4)cc(OC)c1OC (stereo unspecified)	1	2	-2	7	5	-1	-6	1	-3	1
CCOC(=O)CNC(=S)N(CCCN1CCCCCC1)Cc1cccs1	1	-4	-7	8	-2	-8	-4	3	-6	0
COC(=O)c1ccc(CSc2nc(C(F)F)cc(C)c2C#N)o1	0	0	-5	14	-2	17	2	2	-7	-1
CCOC(=O)COc1ccc(Br)cc1C1NC(=O)NC(C)=C1C(=O)NCc1ccccc1 (stereo unspecified)	0	-4	2	0	2	-6	-2	0	-15	5
CC(Sc1ccccc1)C(=O)NNC(=O)c1ccncc1 (stereo unspecified)	21*	4	-2	1	-2	3	3	-4	-5	-5
CCOC(=O)CSc1nnc(-c2ccncc2)o1	-2	2	0	3	-1	4	-1	-4	5	1
Nc1ccc(-c2nnc(-c3ccc(N)cc3)o2)cc1	-2	3	1	-3	5	0	-6	-1	2	0
COC(=O)C[C@H]1C=C[C@@H](NS(=O)(=O)c2ccc(C)cc2)[C@@H](CO)O1	6	3	-4	-1	-1	3	4	-4	.	-2
O=C(CCc1nc(-c2ccc(Cl)cc2)no1)OCc1ccc(Br)cc1	2	13	15*	-2	-2	40*	-3	16*	-6	4
Cc1cc2nc3c(c(C(F)(F)F)n2n1)CCCC3	0	4	-1	17	0	-3	1	0	-16	-3
O=C(NCc1ccccc1)C(c1ccncc1)N(C(=O)c1csnn1)c1cccc(F)c1 (stereo unspecified)	5	1	5	10	3	-6	6	-1	-2	-6
CCNC(=S)Nc1sc2c(c1C#N)CCC(C)C2 (stereo unspecified)	-7	0	-1	15	0	14	-2	5	2	-7
CC1=C(C(=O)N2CCCCCC2)CC(CC(=O)NCCN2CCOCC2)C(=O)N1CCCN1CCCC1=O (stereo unspecified)	0	-4	-1	-1	1	0	-1	3	.	0
COc1ccc(CCN=C(N)NS(=O)(=O)c2ccc(C)c(C)c2)cc1	1	4	0	4	1	5	-4	1	-3	2
C=CCn1c(SCC(=O)NC23CC4CC(CC(C4)C2)C3)nc2cc(C(=O)O)ccc2c1=O	4	-6	2	-7	35*	-10	2	-3	-5	9
Cc1cc2ccccc2cc1CN1CCCCC1	-5	-2	-7	6	-3	9	2	-2	4	2
COc1ccc(C(C(=O)NCC2CCCO2)N(Cc2ccccc2)C(=O)CNC(=O)c2ccco2)cc1OC (stereo unspecified)	-2	2	-1	0	-1	9	-2	4	3	2
COc1ccc2sc(-c3ccc(S(C)(=O)=O)cc3)c(-c3ccc4c(c3)OCCO4)c2c1	-5	-23	0	-7	8	4	13	-1	-35	4

Printed as active in LEDGF integ inh (from the list above):
| SMILES | PRMT1 FP inh | mABHD4 FP | MBD2 inh | SIAE primary | TDP2 inh | GC-B act | LEDGF integ inh | HTRA1 inhibitor | TCR CD3 inh |
| --- | --- | --- | --- | --- | --- | --- | --- | --- | --- |
| O=C(CCc1nc(-c2ccc(Cl)cc2)no1)OCc1ccc(Br)cc1 | 2 | 13 | 15* | -2 | 40* | -3 | 16* | -6 | 4 |

Continued:
SMILES	PRMT1 FP inh	mABHD4 FP	MBD2 inh	SIAE primary	rCAG binder	TDP2 inh	GC-B act	LEDGF integ inh	HTRA1 inhibitor	TCR CD3 inh
COc1ccc(NC(=O)C/C(C)=N/NC(=O)C(=O)NC(C)C)c(OC)c1	0	0	-1	4	1	-3	2	-3	8	17
COc1ccc(Nc2nnc(C)c3ccccc23)cc1C(N)=O	0	-2	2	3	1	1	3	-1	4	5
CC(NC(=O)C(c1ccccc1)c1ccccc1)c1ccc(S(N)(=O)=O)cc1 (stereo unspecified)	-2	-1	0	-7	7	3	0	-2	-4	-1
CCCN1C(=O)CN(C2CCCCCC2)C(=O)C1c1ccc(C)cc1 (stereo unspecified)	0	-1	3	-4	-8	0	-6	-3	1	-3
COc1ccc(N2C(=O)NC(NS(=O)(=O)c3ccc(Cl)cc3)(C(F)(F)F)C2=O)cc1 (stereo unspecified)	-4	3	-2	-7	5	-5	1	-6	7	7
COc1ccc(Cl)cc1C(=O)Nn1cnnc1	7	3	1	-3	-1	3	1	-5	2	-7
CCn1c(=O)c(=O)[nH]c2c(=O)oc3ccc(S(=O)(=O)Nc4ccccc4)cc3c21	-1	3	0	-3	9	10	-13	2	-8	-2
Cc1ccc(OCC(=O)N(C)CCc2ccccn2)cc1	0	7	-7	3	3	15	-4	-3	2	1
COC(=O)CC1SC(=O)NC1=Nc1ccc(O)cc1 (stereo unspecified)	-1	4	-3	6	2	4	-2	2	5	-2
Cc1ccc(C2=Nc3ccc(Br)cc3C(c3ccncc3)=NN2)cc1	4	1	3	-6	5	1	-10	-1	-8	-4
Cc1ccc(-c2cnc(C(O)c3cc(C)cc(C)c3)[nH]2)cc1 (stereo unspecified)	-1	2	5	12	3	-4	1	0	.	-2
COc1ccc(C(C(=O)NCc2ccccc2)N(Cc2ccco2)C(=O)c2cnccn2)cc1 (stereo unspecified)	4	3	0	-2	-8	-7	-1	-3	-4	-4
O=C(CN1CCN(Cc2ccc(Cl)cc2)CC1)N1CCc2ccccc21	0	-5	0	3	-4	5	-3	1	1	-1
Cc1cc(C)c(OCCCON2C(=O)CCC2=O)c(Br)c1	-4	-6	-4	1	-5	23	-1	2	-6	3
COc1ccccc1CCC(=O)NNC(=O)c1cccs1	2	3	3	7	1	-5	1	-1	3	-2
CCOc1ccc(OCCC(=O)N(CCC(C)C)c2c(N)n(Cc3ccccc3)c(=O)[nH]c2=O)cc1	-1	0	2	-9	-3	-8	0	-6	0	-9
COc1ccccc1C(=O)COC(=O)C1CCN(S(=O)(=O)c2ccc(C)c(C)c2)CC1	4	-10	9	-4	2	-10	-4	-7	-17	-3
O=C(Cn1c2ccccc2c(=O)c2ccccc21)N/N=C/c1cc([N+](=O)[O-])ccc1N1CCCCCC1	5	14	-2	-1	12	10	0	-2	0	1
COc1cc(NC2c3ccccc3C(=O)N2c2ccc(C)cn2)cc(OC)c1OC (stereo unspecified)	-1	1	-5	6	6	-3	-7	0	-4	-1
CCCCCCCCN1C(=O)[C@H](CC(=O)N2CCN(C(=O)c3ccco3)CC2)C[C@@]2(C(=O)OC)CC(C)(C)CC=C12	1	-7	-2	6	5	-12	7	-3	.	-8
COc1ccc(C(=O)N2CCc3ccccc32)cc1	1	-3	-3	1	-1	-5	6	3	7	5
COC(=O)C1=C(C)N(Cc2ccccc2C(F)(F)F)C(=NCc2ccc(C(F)(F)F)cc2)NC1c1ccc(C(F)(F)F)cc1 (stereo unspecified)	-1	6	7	7	2	-3	-1	2	.	-8
O=[N+]([O-])c1ccc(N2CCc3ccccc3C2)cc1	1	7	-2	1	-1	-10	-4	3	-10	0
CC(=O)Nc1ccc(S(=O)(=O)Oc2ccccc2N2CCCCC2)cc1	-3	-25	2	-6	3	1	-7	2	-37	1
COc1ccc(CNC(=O)c2cccc(S(=O)(=O)N3CCCCC3)c2)cc1OC	-3	-2	-4	2	-1	1	1	0	1	1

The results go on.
SMILES	PRMT1 FP inh	mABHD4 FP	MBD2 inh	SIAE primary	rCAG binder	TDP2 inh	GC-B act	LEDGF integ inh	HTRA1 inhibitor	TCR CD3 inh
C#CCNC(=O)C[C@@H]1C(=O)N(CCc2ccc(Cl)cc2)/C2=C/CCCCC[C@@]21C(=O)OCC	-1	21	5	-4	2	-3	3	3	.	.
CC(=O)c1c(C)[nH]c(C(=O)COC(=O)c2c(C)noc2C)c1C	-5	1	2	-6	-1	-7	-1	3	0	2
CC(C)(C)n1nnnc1C(c1cccc(C(F)(F)F)c1)N1CCC(O)CC1 (stereo unspecified)	-7	-1	-2	7	-8	2	2	3	-3	-1
Cc1cc(C)n2c(SCC(=O)NCc3ccco3)nnc2n1	3	7	4	-4	-2	4	4	-2	4	-6
CCOc1ccccc1N1CCN(C(=O)c2ccc(NS(=O)(=O)c3ccc4[nH]c(=O)[nH]c4c3)cc2)CC1	-2	-1	-2	2	10	-1	3	-3	-8	7
CN(C)C(CNC(=O)c1cc(S(=O)(=O)N(C)Cc2ccccc2)ccc1Cl)c1ccco1 (stereo unspecified)	3	-2	-6	-5	-7	-12	0	3	-3	5
CCOc1ccc(NC(=O)c2ccc(Cn3nc(C)cc3C)o2)cc1	1	4	-1	1	-5	15	-5	1	-3	3
COc1ccc(C(=O)Nc2ccc(NC(=O)c3ccccn3)cn2)cc1	-1	10	1	-12	-1	1	4	1	-7	-2
O=C(NC1CCCCC1)C(c1ccccc1F)n1c(=O)c(-c2ccco2)nc2ccccc21 (stereo unspecified)	15	-6	-6	-11	31	12	-23	5	.	-7
COc1ccc(-c2cn3cccc(C)c3n2)cc1Br	2	-3	-3	2	-1	1	-3	-1	-1	10
COC(=O)[C@@H](NC(=O)NC(C)CCc1ccccc1)C(C)C (stereo partly specified)	-3	4	3	0	-3	-8	-7	0	-4	4
CN(CC(=O)Nc1ccccc1Cl)C(=O)Cn1cc(C(F)(F)F)ccc1=O	0	2	-2	1	2	-2	7	3	-1	5
COc1ccc(/C=N/OCC(=O)NCc2cccs2)c(OC)c1	-4	5	0	13	-1	-6	-4	1	-1	-2
CCc1nnc(NC(=O)Cn2ccc(C(F)(F)F)n2)s1	1	4	-1	-4	0	7	-1	-1	2	4
